D1 ag: activates the human D1 dopamine receptor. P21728. HEK293 T-REx D1 cells, calcium flux, agonist mode. activation, % at 2 µM. actives 1% (n = 360,000); note: 0% is about no effect
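Tetracycline-induced HEK293 TREx D1 cells, force-coupled to calcium signalling, were dye-loaded with a no-wash calcium kit. Compound was pin-added after a 10 s baseline. Fluorescence was read kinetically at 1 cycle/s for 180 s, with calcium rises flagged as agonism.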
D1 antag: antagonists of human D1 dopamine receptor; P21728; HEK293 TREx D1 cells, calcium flux, dopamine EC80; hits give low values; activity change, negative = inhibition, % at 10 µM; actives 3.2% (n = 360,000); in the data active = activity change below about -30%; note: % is set by controls: 0 for no effect and ±100 for the full control effect
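Compound effects on dopamine-evoked calcium signalling were measured in tetracycline-induced HEK293 Trex D1 cells. Dopamine at EC80 followed a 180 s compound pre-read, and fluorescence was tracked kinetically for 180 s more.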
D2 ag: agonists of human D2 dopamine receptor. P14416. HEK293 T-REx D2 cells, calcium flux agonist mode. activation, % at 2 µM. actives 0.53% (n = 340,000). AID 485358;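 active = activation over 3 SD above normal in the single-dose calcium agonist read, cut at about 30% in these data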; note: 0% is about no effect
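Tetracycline-induced HEK293 Trex cells with D2 receptor force-coupled to calcium signaling, plated overnight at 30 C and loaded with no-wash calcium dye. Calcium flux read kinetically for 180 s after compound addition; responses flag agonists.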
TRHR enhancer: TRH receptor (human) allosteric enhancement | TRHR cells, fluo-8 calcium fluorescence, EC20 TRH enhancement | enhancement, % at 2 µM | actives 0.66% (n = 360,000) | AID 493056; in the data active = enhancement above about 30%; note: 0% is about no effect
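TRHR-expressing cells loaded with fluo-8 calcium dye were read kinetically (ex 480/em 530) during compound addition, then stimulated with an EC20 of TRH (10 nM final). Enhancement of the Gq-mediated intracellular calcium response was scored.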
TRHR agonist: activates the human TRH receptor | P34981 | TRHR cells, calcium flux fluo-8, FDSS agonist mode | activation, % at 2 µM | actives 0.18% (n = 360,000) | AID 493084; note: 0% is about no effect
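Agonist-mode FDSS calcium read (Ex 480/Em 530, 1 s cycles) in 1536-well TRHR cells with fluo-8 dye, after 10-cycle baseline and 23 nL compound addition; TRH at EC20 (10 nM final) added afterwards for the enhancer phase.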
D2 antag: antagonists of human D2 dopamine receptor; actives 2% (n = 340,000); HEK293 TREx D2 cells, calcium flux, dopamine EC80; inhibition, % at 10 µM; AID 485344; P14416; in the data active = inhibition above about 30%; note: 0% is about no effect
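Measurement of antagonist activity uses fluorescent calcium dye in inducible HEK293 T-REx D2 cells: 10 s baseline, compound addition with 180 s read, EC80 dopamine addition with a further 180 s read.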
RXFP1 antagonist: antagonists of human relaxin receptor RXFP1. HEK293-RXFP1, relaxin-stimulated cAMP HTRF, 30 min; hits give low values. activity change, negative = inhibition, % at 57.5 µM. Q9HBX9. actives 0.59% (n = 350,000);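 active = activity change of -60% or lower, but not beyond a set lower limit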; note: % is set by controls: 0 for no effect and ±100 for the full control effect
Target sequence (Q9HBX9 whole entry, looked up): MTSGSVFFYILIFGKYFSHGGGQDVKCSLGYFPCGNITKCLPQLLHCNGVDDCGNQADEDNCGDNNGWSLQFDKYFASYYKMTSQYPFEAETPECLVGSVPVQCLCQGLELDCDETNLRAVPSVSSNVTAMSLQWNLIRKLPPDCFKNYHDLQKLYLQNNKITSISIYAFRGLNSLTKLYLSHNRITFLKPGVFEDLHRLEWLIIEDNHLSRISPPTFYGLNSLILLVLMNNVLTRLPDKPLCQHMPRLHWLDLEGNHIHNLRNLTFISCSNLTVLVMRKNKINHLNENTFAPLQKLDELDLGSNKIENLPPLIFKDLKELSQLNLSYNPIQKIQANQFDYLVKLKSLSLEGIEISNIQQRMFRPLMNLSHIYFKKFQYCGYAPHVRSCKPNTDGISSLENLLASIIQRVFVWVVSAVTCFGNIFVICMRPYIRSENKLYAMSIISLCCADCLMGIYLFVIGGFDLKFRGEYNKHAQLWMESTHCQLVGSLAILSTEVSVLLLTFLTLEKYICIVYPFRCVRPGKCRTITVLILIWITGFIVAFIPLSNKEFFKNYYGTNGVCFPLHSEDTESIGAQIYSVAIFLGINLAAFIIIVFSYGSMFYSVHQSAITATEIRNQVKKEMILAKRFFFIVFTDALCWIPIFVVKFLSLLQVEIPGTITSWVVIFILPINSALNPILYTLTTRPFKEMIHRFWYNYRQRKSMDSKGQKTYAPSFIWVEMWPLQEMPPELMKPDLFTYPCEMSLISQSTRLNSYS
D1 potentiator: human D1 dopamine receptor positive modulation | P21728 | HEK293 TREx D1 cells, calcium flux, dopamine EC20 potentiation | potentiation, % at 10 µM | actives 0.036% (n = 360,000); in the data active = potentiation above about 30%; note: 0% is about no effect
D2 potentiator: D2 dopamine receptor (human) potentiation; actives 0.34% (n = 340,000); potentiation, % at 10 µM; P14416; HEK293 T-REx D2, calcium flux, EC20 dopamine potentiation; AID 485347;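 active = potentiation over 3 SD above the plate norm, cut at about 30% in these data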; note: 0% is about no effect
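Potentiation of an EC20 dopamine calcium response measured kinetically over 180 s, after a preceding 180 s compound-only read flagging agonists. Cells: inducible Hek293 Trex D2 line, 4000/well, cultured overnight at 30 C before dye loading.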
Active calls of the source: *; x = not tested or not shown. Cut-off read from the data, not from the text of the source, unless noted: active = activation above about 30%; inactive = the rest.

Value order: D1 ag, D1 antag, D2 ag, TRHR enhancer, TRHR agonist, D2 antag, RXFP1 antagonist, D1 potentiator, D2 potentiator
COc1ccc(/C=C(/C#N)C(=O)Nc2cccc([N+](=O)[O-])c2)cc1C(=O)O
  3, -3, 2.7, 4, 0.4, -23, 1, -4, 5
CCOC(=O)c1c(C)[nH]c(C)c1C(=O)COC(=O)c1cc2ccccc2cc1OC
  1, -6, -0.2, -1, -0.3, -1, 1, -1, 6
O=C(CS(=O)(=O)c1ccccc1)NCc1ccc(Cl)cc1
  -1, 2, -0.6, 13, -1.0, 0, -2, -6, 12
COc1ccc(CCn2ccc(O)c(Cc3ccc(Cl)cc3Cl)c2=O)cc1OC
  1, -5, 0.3, 55*, -1.1, -1, -5, -1, 2
Cc1nn(-c2ccccc2)nc1C(=O)c1c(C)[nH]n(-c2ccccc2)c1=O
  25, 8, x, 2, 6.5, x, -23, 2, x
Cc1c(N(C)C(=O)COc2ccc3ccccc3c2)c(=O)n(-c2ccccc2)n1C
  -2, 2, 0.6, 0, -0.4, -8, 1, 0, -10
CCC(Sc1nnnn1-c1ccccc1)C(=O)NC(C)c1ccccc1 (stereo unspecified)
  -2, -7, -0.4, 2, 0.4, -3, -2, 5, -8
S=c1[nH]cc(-c2ccccc2)n1-c1ccccc1Cl
  1, -26, 0.6, -2, -0.2, 0, -24, -5, -9
O=C(NC1CCCC1)C(NS(=O)(=O)c1ccc(Br)s1)c1ccccc1 (stereo unspecified)
  2, 6, -1.4, -4, -0.6, -3, 3, -2, 4
CC1CCCCN1C(=O)Nc1ccccc1Cl (stereo unspecified)
  0, 6, 0.5, 6, 0.4, 5, -5, 4, 3
NCCCNc1nc(N)c([N+](=O)[O-])c(NC2CCCCC2)n1
  2, 13, 1.8, 11, 0.1, -4, 0, 1, -8
O=C(NCCc1ccc(F)cc1)c1cc([N+](=O)[O-])ccc1N1CCOCC1
  6, -2, -0.3, -12, 0.0, -26, 5, -1, 5
O=C(Nc1ccc(S(=O)(=O)Nc2ncccn2)cc1)c1cccc(Br)c1
  2, -11, 0.0, 7, 1.2, -10, 1, -6, 12
Cc1nc(-c2ccc(Cl)cc2)sc1C(=O)NN
  2, -25, -0.4, -2, -0.4, 11, 14, -4, -4
N#Cc1cc(C(=O)c2cc(F)ccc2O)cn(Cc2ccccc2)c1=O
  21, -33*, 0.7, -4, 4.8, -8, -27, -13, 3
O=C(O)CN1C(=O)C(=O)N(Cc2cccc(F)c2)C1=O
  1, -13, 0.4, 4, 0.5, -4, -7, -8, -6
Cc1ccc(-c2nnc(SCC(=O)Nc3ccc(N4CCOCC4)cc3)o2)cc1
  0, 17, -0.5, -8, 0.2, -12, 14, -3, 3
O=C(NC1CCSC1=O)c1ccccc1 (stereo unspecified)
  2, -25, -0.1, 3, 0.1, -14, -4, -1, 1
Cc1ccsc1/C=N/NC(=O)c1cccnc1
  1, 3, -0.6, -6, 0.0, 3, 1, -1, -1
COc1ccccc1N1CCN(C(=O)CCCC2=NS(=O)(=O)c3ccccc3N2)CC1
  2, 0, 0.9, 4, 0.2, -3, x, 0, 2
CCOc1ncccc1C(=O)OCC(=O)Nc1ccc(S(=O)(=O)N2CCCC2)cc1
  4, -56*, -0.2, -3, -0.2, -24, 2, -4, 16
CCC(c1nc2ccccc2c(=O)n1CCCn1ccnc1)N1C(=O)c2ccccc2C1=O (stereo unspecified)
  2, 9, x, 3, -0.5, x, -5, 1, x
COc1ccc(CNC(=O)c2ccc(NC(=O)N3CCSc4ncccc43)cc2)cc1
  1, -28, 0.4, 0, -0.3, x, -3, -2, 5
COC(=O)c1sc(N2CCN(Cc3ccccc3)CC2)nc1N
  5, -1, -1.6, -1, -0.2, -10, -4, 0, 6
COc1ccc(NC(=O)CCNS(=O)(=O)c2ccc3c(c2)CCCC(=O)N3)cc1
  1, -13, 0.1, -24, 0.9, x, x, 4, 2
CCOC(=O)C1C2C=CC3(CN(C4CCCC4)C(=O)C13)O2 (stereo unspecified)
  1, -6, -0.2, 1, 0.0, 7, 3, -2, 0
Cc1ccc(-c2nnc(Nc3ccc(Cl)c(Cl)c3)c3ccccc23)cc1S(=O)(=O)NCCO
  6, -49*, -2.2, 8, -1.9, x, 3, -2, -21
CCOC(=O)c1ccc(NC(=O)c2nn(C)c3c2COc2ccccc2-3)cc1
  5, 10, -1.5, 6, -0.7, x, 0, -1, 4
COc1ccc(N2CC(C(=O)N[C@@H](C)C(=O)N[C@H](CO)c3ccccc3)CC2=O)cc1 (stereo partly specified)
  1, 5, -0.5, 4, -0.2, -22, 8, 7, -8
COc1ccc(C2=NOC(C(=O)NC(C)C)C2)cc1 (stereo unspecified)
  0, 11, 0.2, 0, 0.0, -2, 3, 0, 10

Shown bar-delimited: part of the list above
SMILES | D1 ag | D1 antag | D2 ag | TRHR enhancer | TRHR agonist | D2 antag | RXFP1 antagonist | D1 potentiator | D2 potentiator
Cc1ccc(-c2nnc(Nc3ccc(Cl)c(Cl)c3)c3ccccc23)cc1S(=O)(=O)NCCO | 6 | -49* | -2.2 | 8 | -1.9 | x | 3 | -2 | -21
CCOC(=O)c1ccc(NC(=O)c2nn(C)c3c2COc2ccccc2-3)cc1 | 5 | 10 | -1.5 | 6 | -0.7 | x | 0 | -1 | 4
COc1ccc(N2CC(C(=O)N[C@@H](C)C(=O)N[C@H](CO)c3ccccc3)CC2=O)cc1 (stereo partly specified) | 1 | 5 | -0.5 | 4 | -0.2 | -22 | 8 | 7 | -8

(list continues)
Value order: D1 ag, D1 antag, D2 ag, TRHR enhancer, TRHR agonist, D2 antag, RXFP1 antagonist, D1 potentiator, D2 potentiator
Cc1sc2c(c1C)c(=O)n(-c1cccc(C(F)(F)F)c1)c(=O)n2CC(=O)NCc1ccco1
  -1, x, 0.0, -2, 0.6, 13, -7, 0, -13
CC(C)C[C@@H]1NC(=O)[C@H](Cc2ccccc2)N(C)C(=O)[C@H](C)NC(=O)c2ccccc2NC(=O)[C@H](Cc2ccc(O)cc2)N(C)C1=O
  5, 2, -0.6, 1, 0.3, -11, x, -11, -3
COc1ccc(S(=O)(=O)Nc2ccc(-c3ccc4nncn4n3)cc2)c(OC)c1
  2, 2, 1.0, 4, -0.2, -18, -3, -6, -1
Cc1ccc(-c2cc(C(=O)N3CCN(c4ccccc4O)CC3)c3ccccc3n2)cc1
  4, -7, 0.3, -21, 1.1, 0, 1, 6, 4
Cc1nnc(NC(=O)CSc2nc3c([nH]c4ccccc43)c(=O)n2-c2ccc(Cl)cc2)s1
  0, 2, 1.2, -1, 0.0, x, x, -4, -2
O=S(=O)(c1cccc2cccnc12)N1CCc2ccccc21
  0, 3, 0.1, -7, 0.4, -12, -6, 3, 4
O=S(=O)(Nc1ccccc1O)c1ccc(-c2ccccc2)cc1
  9, x, 0.1, 11, 0.9, -10, -11, -7, -9
Cc1cc([N+](=O)[O-])nn1CCCC(=O)NC(C)c1ccccc1 (stereo unspecified)
  4, -5, -1.5, 2, -0.9, -1, -1, 1, -5
CC1=C(c2ccc(Cl)cc2)S(=O)(=O)NC1=NCCCN1CCN(c2cc(C)ccc2C)CC1
  0, 6, -1.5, -1, -0.5, x, -25, 0, -6
CC(C)c1ccc(NC(=O)CCNS(=O)(=O)c2ccc3[nH]c(=O)oc3c2)cc1
  3, 17, -0.4, 4, -0.1, 19, 18, -4, -23
COc1ccc(CCNC(=O)c2ccc3c(c2)NC(=O)C(C(C)C)N3)cc1OC (stereo unspecified)
  -1, 12, 0.1, 0, 0.5, 4, 10, -3, 15
CC(=O)c1cc2c(cc1NC(=O)Cn1nc(-c3ccc(C)cc3)ccc1=O)OCO2
  1, 7, -0.2, -4, 0.7, -16, -11, -7, -7
CC1CCc2cc(F)ccc2N1C(=O)CSc1nnc2c3ccccc3n(C)c2n1 (stereo unspecified)
  1, -1, -1.2, 5, -0.5, -9, -8, 1, -4
CC1(C)CC(=O)C=C(NCc2ccncc2)C1
  3, 17, -1.3, 5, -2.3, -19, 12, -1, 2
Cc1cc(C)n(C(=O)c2ccc(C)c(F)c2F)n1
  2, -21, -0.2, 23, -1.5, 0, 8, -4, -2
COc1ccc(NC(=O)Cn2cnc3ccc(S(=O)(=O)N4CCC(C)CC4)cc3c2=O)cc1Cl
  1, 11, x, 13, -3.2, x, x, 3, 25
COc1ccccc1-c1cnn2c(N3CCOCC3)cc(C)nc12
  2, -9, -0.4, 2, -1.6, 9, -8, 5, -5
CCCc1cc(=O)[nH]c(SCC(=O)c2ccc3c(c2)NC(=O)CO3)n1
  0, -7, -0.1, -2, 0.5, 1, 4, -4, 6
COc1cccc(-n2c(SCC(N)=O)nnc2-c2c[nH]c3ccccc23)c1
  0, 12, -1.0, -1, 0.2, -20, -5, 5, 14
O=C(N1CCN(c2ccccc2)CC1)C(F)(F)C(F)F
  2, 17, 21, -3, 0.2, 6, -14, -2, -10
CC(=O)Nc1c(C#N)c(C(C)(C)C)cn1C
  -1, 18, -0.9, 2, 0.1, -5, -9, 0, 2
COc1cccc(C(=O)NC2CC3CCCC(C2)N3CC(=O)Nc2ccc(N(C)C)cc2)c1 (stereo unspecified)
  0, 10, -1.6, -2, 1.0, 11, 2, -3, 4
CNC(=S)/N=C(/Nc1ccccc1)c1ccccc1
  1, -30, 0.9, 3, -0.1, -7, 9, -5, 5
COc1cc(C(=O)NCC2CCCO2)cc(Br)c1OCc1ccccc1 (stereo unspecified)
  5, -3, 0.1, 1, -0.6, 3, -20, -4, 0
O=C(O)c1cc2n(n1)C(C(F)(F)F)CC(c1ccccc1)N2 (stereo unspecified)
  0, 10, -0.7, 2, -0.1, -8, -4, -1, 12
CCCCc1[nH]nc2c1C1(C(=O)N(CC)c3ccccc31)C(C#N)=C(N)O2 (stereo unspecified)
  2, -13, -0.4, -8, -0.1, 21, -4, -6, -4
O=C(CCc1ccccc1)NN1C(=O)C2C3C=CC(C3)C2C1=O (stereo unspecified)
  0, -15, -0.1, -3, 0.3, -2, 8, -2, 2
CCOc1ccc(CC2c3cc(OCC)c(OCC)cc3CCN2C(=O)CN2CCN(C)CC2)cc1OCC (stereo unspecified)
  4, -26, 1.4, 2, 0.6, 8, -7, -3, 5
COc1ccc(N=C2S/C(=C\c3cccs3)C(=O)N2CC(C)C)cc1
  2, -12, 0.0, -6, 0.5, -14, 9, -4, 10
COc1ccc(-n2nc(C(=O)NCCc3ccc(OC)c(OC)c3)c3c4ccccc4n(C)c3c2=O)cc1
  2, 6, -1.2, -9, -1.6, x, -3, 2, 7
CCOc1ccccc1NC(=O)N1CCC(N2CCN(Cc3ccccc3)C(=O)C2=O)CC1
  2, 9, x, -1, 0.0, x, 0, -2, -2
Cc1cc[n+](CC(=O)c2cc3ccccc3oc2=O)cc1
  2, 4, -2.2, 10, -0.6, 0, -12, -5, 14
CSc1ccccc1C(=O)NC1CCCN(c2ccc(C(F)(F)F)cn2)C1 (stereo unspecified)
  2, -20, x, -1, 0.3, x, -15, -7, x

Two consecutive compounds already listed, for reference:
Value order: D1 ag, D1 antag, D2 ag, TRHR enhancer, TRHR agonist, D2 antag, RXFP1 antagonist, D1 potentiator, D2 potentiator
Cc1ccc(-c2nnc(Nc3ccc(Cl)c(Cl)c3)c3ccccc23)cc1S(=O)(=O)NCCO
  6, -49*, -2.2, 8, -1.9, x, 3, -2, -21
CCOC(=O)c1ccc(NC(=O)c2nn(C)c3c2COc2ccccc2-3)cc1
  5, 10, -1.5, 6, -0.7, x, 0, -1, 4

Bioassay records (PubChem)
